Bioassay records: PubChem, National Center for Advancing Translational Sciences (NCATS)
RXFP1 antag = RXFP1 (human) relaxin receptor antagonism | HEK293-RXFP1, relaxin-stimulated cAMP HTRF, 30 min; hits give low values | Q9HBX9 | actives 0.59% (n = 350,000) | AID 1259400 | activity change, negative = inhibition, % at 57.5 µM;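 active means activity change of -60% or lower, but not beyond a set lower limit; inconclusive means change between -60% and -40%, or beyond the set limit; inactive means change above -40%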; further: on the % scale 0 is the no-effect control and ±100 the full control effect
TRHR PAM = allosterically enhances the human TRH receptor; actives 0.66% (n = 360,000); enhancement, % at 2 µM; P34981; TRHR cells, fluo-8 calcium fluorescence, EC20 TRH enhancement; in the data active means enhancement above about 30%; further: 0% is about no effect
Target sequence (P34981 whole entry, looked up): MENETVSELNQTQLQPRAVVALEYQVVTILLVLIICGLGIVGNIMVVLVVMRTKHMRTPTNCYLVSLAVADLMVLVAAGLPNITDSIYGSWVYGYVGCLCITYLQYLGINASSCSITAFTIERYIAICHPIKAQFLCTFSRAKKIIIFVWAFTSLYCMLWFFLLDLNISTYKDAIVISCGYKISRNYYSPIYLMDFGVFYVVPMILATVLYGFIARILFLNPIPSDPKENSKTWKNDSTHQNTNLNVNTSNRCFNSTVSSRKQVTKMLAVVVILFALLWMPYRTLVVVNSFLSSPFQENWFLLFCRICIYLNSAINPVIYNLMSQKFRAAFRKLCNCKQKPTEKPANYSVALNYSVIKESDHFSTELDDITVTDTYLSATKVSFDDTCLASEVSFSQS
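TRHR-expressing cells loaded with fluo-8 calcium dye were read kinetically (ex 480/em 530) during compound addition, then stimulated with an EC20 of TRH (10 nM final). Enhancement of the Gq-mediated intracellular calcium response was scored.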
D1 antagonist = antagonists of human D1 dopamine receptor | P21728 | HEK293 TREx D1 cells, calcium flux, dopamine EC80; hits give low values | activity change, negative = inhibition, % at 10 µM | actives 3.2% (n = 360,000) | AID 504652; in the data active means activity change below about -30%; further: on the % scale 0 is the no-effect control and ±100 the full control effect
Target sequence (P21728 whole entry, looked up): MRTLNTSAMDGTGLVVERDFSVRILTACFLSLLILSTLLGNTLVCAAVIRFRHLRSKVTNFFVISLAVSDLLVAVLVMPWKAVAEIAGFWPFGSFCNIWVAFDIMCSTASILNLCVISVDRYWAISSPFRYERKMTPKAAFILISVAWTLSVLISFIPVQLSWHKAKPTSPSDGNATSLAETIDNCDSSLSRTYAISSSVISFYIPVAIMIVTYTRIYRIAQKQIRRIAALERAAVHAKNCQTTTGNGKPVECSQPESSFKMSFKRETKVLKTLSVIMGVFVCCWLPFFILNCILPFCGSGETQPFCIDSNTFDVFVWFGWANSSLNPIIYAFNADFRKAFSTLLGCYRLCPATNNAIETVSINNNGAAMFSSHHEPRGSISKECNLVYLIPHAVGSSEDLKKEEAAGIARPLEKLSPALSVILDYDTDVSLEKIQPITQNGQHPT
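Tetracycline-induced HEK293 Trex D1 cells, force-coupled to calcium, dye-loaded; compounds added and read 180 s, then EC80 dopamine added and calcium flux tracked kinetically another 180 s.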
D1 ag = activates the human D1 dopamine receptor | actives 1% (n = 360,000) | P21728 | HEK293 T-REx D1 cells, calcium flux, agonist mode | activation, % at 2 µM; further: 0% is about no effect
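Agonism was scored from calcium flux recorded over 180 s (1 read/s) after pintool compound addition, following a 10-cycle baseline. Cells were inducible force-coupled HEK293 TREx D1, plated overnight at 30 C and loaded with no-wash calcium dye.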
D2 potentiator = positively modulates the human D2 dopamine receptor allosterically | HEK293 T-REx D2, calcium flux, EC20 dopamine potentiation | potentiation, % at 10 µM | actives 0.34% (n = 340,000) | AID 485347;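 active means potentiation over 3 SD above the plate norm, cut at about 30% in these data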; further: 0% is about no effect
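Tetracycline-induced HEK293 T-REx cells force-coupled to calcium signalling expressed D2; compounds were pin-added after a 10 s baseline, read kinetically 180 s, then an EC20 dopamine challenge followed with a further 180 s calcium read.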
D2 antag = antagonizes the human D2 dopamine receptor; HEK293 TREx D2 cells, calcium flux, dopamine EC80; inhibition, % at 10 µM; P14416; actives 2% (n = 340,000); AID 485344; in the data active means inhibition above about 30%; further: 0% is about no effect
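Antagonism is scored as inhibition of an EC80 dopamine-evoked calcium signal in a force-coupled, tetracycline-inducible HEK293 T-REx D2 line, with compound present 180 s before agonist.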
D1 PAM = human D1 dopamine receptor positive modulation; P21728; HEK293 TREx D1 cells, calcium flux, dopamine EC20 potentiation; potentiation, % at 10 µM; actives 0.036% (n = 360,000); AID 504651; in the data active means potentiation above about 30%; further: 0% is about no effect
D2 ag = D2 dopamine receptor (human) agonism | P14416 | HEK293 T-REx D2 cells, calcium flux agonist mode | activation, % at 2 µM | actives 0.53% (n = 340,000);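 active means activation over 3 SD above normal in the single-dose calcium agonist read, cut at about 30% in these data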; further: 0% is about no effect
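In this primary screen, compounds producing a positive calcium signal within 180 s of addition to tetracycline-induced, force-coupled HEK293 Trex D2 cells are flagged; cells are dye-loaded with a no-wash calcium kit beforehand.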
TRHR ag = TRH receptor (human) agonism. actives 0.18% (n = 360,000). AID 493084. activation, % at 2 µM. TRHR cells, calcium flux fluo-8, FDSS agonist mode; further: 0% is about no effect
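TRHR-expressing cells, plated overnight in medium with 10% serum, were loaded with fluo-8 calcium dye at room temperature. After a 10 s baseline, library compound was pin-added and calcium release was recorded kinetically (ex 480/em 530) as agonist response.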
* hit, by the source's call; u = inconclusive; x = no result given. Unless noted, no stated cut-off is given here; in the data, active means activation above about 30%; inactive means the rest.

SMILES	RXFP1 antag	TRHR PAM	D1 antagonist	D1 ag	D2 potentiator	D2 antag	D1 PAM	D2 ag	TRHR ag
Cc1ccc(S(=O)(=O)c2c(C)nn(C(C)(C)C)c2OC(=O)C(C)C)cc1	-15	-4	1	3	-3	-2	1	0.3	5.6
CCNc1nc(NCC)nc(NS(=O)(=O)c2ccc(N)cc2)n1	1	5	-2	2	-5	-10	-3	-0.5	-0.2
CCc1ccccc1NC(=O)c1sc2nc(C)cc(COC)c2c1N	-18	-2	-15	1	3	x	2	2.2	0.2
Cc1ccccc1NC(=O)/C(C#N)=C/c1ccc[nH]1	2	3	1	0	-1	-4	4	-0.3	2.1
COC(=O)N/N=C/c1cccc(OCCSc2ccc(Cl)cc2)c1	-62*	-12	-24	17	0	1	-2	-1.2	-1.3
CCOC(=O)c1cnc(SC)nc1Sc1ccccc1	-10	2	x	-1	-4	-23	-2	0.7	0.9
CCOC(=O)c1oc2nc3c(cc2c1N)COC(C)(C)C3	-5	2	0	2	-6	1	3	-0.6	0.1
CC(C)c1ccc(C2CC(=O)c3cnc(N4CCc5ccccc5C4)nc3C2)cc1 (stereo not drawn)	-1	-3	1	1	x	x	-1	x	1.3
COc1ccc(-c2cc(C)no2)cc1S(=O)(=O)NCC1CCN(Cc2cc(C)ccc2C)CC1	-23	-1	0	15	0	-6	-6	0.4	1.0
Cc1ccc(C(OCCN(C)C)c2cccc(C(F)(F)F)c2)cc1 (stereo not drawn)	-9	7	-6	15	-34	-14	-2	1.4	1.4
COC(=O)c1sccc1NC(=O)Nc1ccccc1OC	-4	-3	-80*	-1	-15	-9	-8	-0.8	-0.2
COC(=O)c1ccc(C23CC4(C2)[C@H](CN(Cc2cccnc2)[C@@H]4c2ccccc2)C3c2ccc(Cl)nc2)cc1 (stereo partly drawn)	x	-2	9	3	-3	7	-1	-0.7	0.0
NC(=O)NOCc1c(Cl)cccc1Cl	-8	14	-17	2	x	x	6	x	0.0
O=C(NCCc1ccccc1)c1nn(-c2ccc(F)cc2)nc1CO	-21	-3	-5	-2	14	x	4	-0.9	-2.4
Nc1nc(N2CCN(c3ccc(Cl)cc3)CC2)n[nH]1	4	4	-10	4	3	-4	0	1.0	0.4
O=C(N/N=C\c1cccnc1)c1cc(-c2ccccc2)nc2c(Cl)cccc12	-7	9	-17	0	-14	7	-9	-0.6	0.2
CCOC(=O)CCC(=O)Nc1nnc2n1CCS2	x	-5	1	1	x	x	1	-1.2	0.3
Nc1nnc(SCC(=O)OCC(=O)Nc2ccc(Br)cc2)s1	x	22	-3	3	6	-11	-2	-1.5	0.4
CS(=O)(=O)N1CCCC(C(=O)c2cccc(Cl)c2)C1 (stereo not drawn)	-2	2	1	3	8	-10	-1	-1.9	-0.7
O=C(O/N=C1/CCSc2ccccc21)c1ccccc1	u	-11	-29	1	8	12	2	0.6	0.4
O=C(N/N=C/C(Br)=C/c1ccccc1)c1n[nH]c2c1CCC2	8	1	0	2	-5	-4	-3	-1.4	-0.9
CCOC(=O)c1csc(NC(=O)CSc2nnnn2-c2ccc(OC)c(OC)c2)n1	-3	-6	15	1	5	11	-3	-1.0	0.5
COc1cccc(CNC(=O)COC(=O)c2cccc(S(=O)(=O)N3CCCC3)c2)c1	2	1	1	1	1	-3	-1	0.6	0.0
Cn1c(N/N=C2\CCCc3ccccc32)nc2c1c(=O)n(Cc1ccc(F)cc1)c(=O)n2C	0	0	-15	1	-12	7	-1	-1.9	0.1
CC(C)(C)c1ccc(-c2noc(CNC(=O)c3ccco3)n2)cc1	-24	9	-4	11	x	-2	-4	-3.1	-1.0
COc1ccc(N2CCN(CCCNC(=O)c3cc(Nc4ccccc4OC)nc4ccccc34)CC2)cc1	-9	-2	1	5	x	x	-6	x	0.3
CCOc1ccccc1N1CC(C(=O)Nc2ccccc2N2CCCC2)CC1=O (stereo not drawn)	0	8	2	9	0	0	5	-1.1	-0.5
COC(=O)C1CCN(C(=O)Cc2ccc(Br)cc2)CC1	2	9	-9	4	-3	-23	-4	-1.0	0.1
Cc1ccc(NC(=S)NNC(=O)c2ccc(N3CCOCC3)c([N+](=O)[O-])c2)cc1Cl	-11	-2	-6	0	12	11	2	-1.3	-0.4
Cc1cccc(NS(=O)(=O)c2ccc(C(=O)NCC(c3ccco3)N(C)C)cc2)c1C (stereo not drawn)	-23	-3	-8	16	4	-2	-4	-0.2	0.5

Complete entries, looked up by structure.
Entry for COc1cccc(CNC(=O)COC(=O)c2cccc(S(=O)(=O)N3CCCC3)c2)c1 → RXFP1 antag: 2; TRHR PAM: 1; D1 antagonist: 1; D1 ag: 1; D2 potentiator: 1; D2 antag: -3; D1 PAM: -1; D2 ag: 0.6; TRHR ag: 0.0
Entry for O=C(NCCc1ccccc1)c1nn(-c2ccc(F)cc2)nc1CO → RXFP1 antag: -21; TRHR PAM: -3; D1 antagonist: -5; D1 ag: -2; D2 potentiator: 14; D2 antag: x; D1 PAM: 4; D2 ag: -0.9; TRHR ag: -2.4
Entry for Cc1ccccc1NC(=O)/C(C#N)=C/c1ccc[nH]1 → RXFP1 antag: 2; TRHR PAM: 3; D1 antagonist: 1; D1 ag: 0; D2 potentiator: -1; D2 antag: -4; D1 PAM: 4; D2 ag: -0.3; TRHR ag: 2.1

The list goes on:
SMILES	RXFP1 antag	TRHR PAM	D1 antagonist	D1 ag	D2 potentiator	D2 antag	D1 PAM	D2 ag	TRHR ag
CCCCNC(=O)Cc1cc(=O)[nH]c(=O)[nH]1	4	-1	3	2	0	-3	-2	0.0	0.2
Cc1ccc(-c2c[n+](Cc3ccc(Cl)c(Cl)c3)c3n2CCC3)cc1	3	-3	17	4	-28	30*	-8	0.9	0.5
Clc1ccc(-c2ccc(CN3CCCCC3)o2)cc1	1	2	7	4	-28	78*	-3	0.5	0.2
O=S(=O)(NCC1CCCO1)c1ccc(Br)cc1 (stereo not drawn)	2	1	-13	1	-3	-1	-5	0.2	0.1
CCOC(=O)c1ccc(NC(=O)CC2SCCNC2=O)cc1 (stereo not drawn)	4	-1	-16	2	0	-9	-5	-0.4	0.2
O=C(OCc1nnc(-c2ccccc2)o1)c1ccc2c(c1)OCO2	6	13	-5	0	0	-36	3	0.0	-0.5
CC(NO)/C(=N\O)c1cccs1 (stereo not drawn)	9	9	7	0	-4	-11	1	-0.3	0.5
NC(=O)N(CCC(=O)O)c1ccccc1	2	1	-2	5	-3	6	-1	1.2	0.4
Cc1ccccc1-n1c(Cn2c(=O)sc3ccccc32)nnc1SC(C)C	-9	-10	4	1	-6	-11	1	0.0	-0.5
CCCCc1nc2cc(C(=O)N3CCC(O)CC3)ccc2o1	-3	16	5	1	19	-7	1	0.0	-1.5
N#Cc1nc(-c2ccc([N+](=O)[O-])cc2)oc1N1CCCCC1	-13	-6	-9	7	-11	-1	1	1.7	4.8
COc1ccc(CN2CCN(C(=O)c3cccc(OC)c3OC)CC2)cc1OC	-15	1	5	5	-4	18	0	0.0	-0.2
Cc1cc(C)n(C/C=C/Cn2nc(C)cc2C)n1	-7	15	-25	3	-5	13	-1	0.3	0.2
Cc1c(Cc2ccccc2)c(=O)oc2cc(OCC(=O)N3CCC(C(N)=O)CC3)ccc12	x	-1	8	1	x	x	0	x	-0.2
CCOc1ccc(-c2nnc(SCC(=O)NC3CCCCC3)nc2-c2ccc(OCC)cc2)cc1	-21	0	-4	-4	-4	x	3	0.1	-0.6
Cc1ccccc1C(=O)NC1CCN(CC(=O)NCc2cccs2)CC1	-12	12	14	4	-16	-7	-8	-0.7	0.1
O=C(NCC(c1ccco1)N1CCc2ccccc21)c1ccccc1Br (stereo not drawn)	-12	-5	-1	3	-5	-14	-4	-0.3	0.6
CC(=O)Nc1ccc(CN2CCCCCC2)cc1	13	8	2	2	-2	-14	-4	1.0	-0.3
COc1cccc(NC(=O)CC2(CC(=O)O)CCCC2)c1	14	0	9	1	22	11	-6	0.8	0.8
Oc1ccc(/C=N\Nc2cc(N3CCOCC3)nc(N3CCOCC3)n2)c(O)c1	-5	5	-11	-1	-6	17	-2	-1.6	-0.2
CCc1ccc(C2C(C(=O)Nc3ccccc3)=C(C)Nc3c(C(=O)Nc4ccc(C)cc4)cnn32)cc1 (stereo not drawn)	7	9	-24	2	4	x	-6	x	1.5
O=C(Nc1cnn(Cc2ccc(F)cc2)c1)c1cnccn1	3	0	-15	-3	1	5	1	0.4	0.7
CCOc1ccc(-c2nc(CSCC(=O)NCc3ccc(Cl)cc3)c(C)o2)cc1	-37	5	1	11	13	x	1	-1.7	-0.8
CC(C)CCNC(=O)c1ccc2c(c1)ncn2C1CCCC1	-8	7	7	0	-3	4	1	0.5	0.5
O=C1C2CCCN2C(c2ccccc2)N1c1cccc(Cl)c1 (stereo not drawn)	-6	3	5	0	15	9	x	-0.7	-0.2
COC(=O)C(C)C1Sc2ccccc2NC1=O (stereo not drawn)	2	6	-4	-2	-15	4	8	1.1	0.1
CC(=O)N(CC(=O)O)c1ccccc1	-5	15	10	4	-5	-6	8	1.3	0.5
CCOc1ccccc1NC(=S)NCc1ccccc1	-2	17	1	-1	-5	-1	-2	0.3	-0.1
C=CCOc1cccc(C2C(C(=O)c3ccco3)=C(O)C(=O)N2CCN(CC)CC)c1 (stereo not drawn)	-10	5	10	1	0	-6	-3	0.1	1.0
CCOC(=O)c1[nH]c2ccc(Cl)cc2c1-c1ccccc1	-14	15	7	12	-3	4	2	-0.7	0.0
O=C(CSc1nnc2scc(-c3ccccc3)n12)Nc1ccc2c(c1)OCCO2	-15	15	-3	-2	16	-6	-2	1.3	-0.3
CC(=O)Nc1ccc(S(=O)(=O)Nc2nc3ccccc3nc2Nc2ccc(S(N)(=O)=O)cc2)cc1	2	17	4	1	-10	x	-2	x	0.4
O=C(CSc1nnc(-c2ccccn2)n1-c1ccccc1)Nc1ccc2c(c1)OCO2	1	0	2	0	19	-1	-5	-0.3	-0.9
O=C(CN(c1ccccc1)S(=O)(=O)c1ccccc1)Nc1ccccc1C(=O)NCc1ccco1	18	-5	14	1	0	4	-15	0.2	0.7
O=C(CSc1ccsc1[N+](=O)[O-])NC1CCCC1	1	-3	-17	3	-3	7	-11	-0.1	-2.9
COc1ccc(C(=O)NCCOc2cccc(OC)c2)cc1	-6	-6	3	2	-8	-7	5	-0.2	-0.3
CCc1cccc2c(C(=O)COC(=O)c3ccc(O)cc3)c[nH]c12	-8	2	7	1	4	12	2	-1.2	0.4
O=C(COC(=O)c1ccccc1Br)NCCc1ccc(F)cc1	1	1	-7	8	2	-4	-2	-0.6	-0.3

Gathered by group: the compounds so far containing a COOH group.
SMILES	RXFP1 antag	TRHR PAM	D1 antagonist	D1 ag	D2 potentiator	D2 antag	D1 PAM	D2 ag	TRHR ag
NC(=O)N(CCC(=O)O)c1ccccc1	2	1	-2	5	-3	6	-1	1.2	0.4
COc1cccc(NC(=O)CC2(CC(=O)O)CCCC2)c1	14	0	9	1	22	11	-6	0.8	0.8
CC(=O)N(CC(=O)O)c1ccccc1	-5	15	10	4	-5	-6	8	1.3	0.5
